# Screens as filed in PubChem.
# AI-2 QS mod: modulates the Vibrio harveyi AI-2 quorum sensing system; Vibrio harveyi JMH597 AI-2 luminescence/OD600 ratio, 9 h; hits give low values; strain lacks LuxN and CqsS sensors; 0 = neutral-control median; activity change, % at 7.5 µM; 300,000 compounds, 0.4% hits; in the data active = activity change below about -75%, passing the limit was not always enough;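 note: luminescence divided by OD600 gain over 9 h not by final OD600 alone; inactives centre near 13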
# HSP90 inh: inhibitors of HSP90 luciferase refolding in rabbit reticulocyte lysate | luciferase refolding luminescence, 3 h | inhibition, % at 5.6 µM | 290,000 compounds, 0.91% hits | AID 1789;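 active = inhibition above the screen-wide mean plus 3 SD, computed separately per campaign, cut at about 16% in these data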;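 note: 0% = DMSO wells and 100% = 60 µM geldanamycin wells; inhibitors lower the luminescence because luciferase stays unfolded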
# SKKanGAS inh: blocks kanamycin growth of S. pyogenes SKKanGAS strain; 300,000 compounds, 1.3% hits; inhibition, % at 7.5 µM; BacTiter-Glo, 6 h;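 active = mean replicate score, as percent of positive control median, at least 50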;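 note: strain carries kanamycin resistance gene driven by streptokinase promoter and grows in 40 µg/ml kanamycin; loss of luminescence reflects streptokinase promoter inhibition or plain growth inhibition; 0% = median of DMSO wells and 100% = positive control at its reference dose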
# HSF1 activator: increases HSF-1 driven luciferase reporter signal | NIH3T3-HGL HSF-1 luciferase reporter, MG132, 8 h; 100% = twice DMSO control signal | activation, % at 9 µM | 300,000 compounds, 1.7% hits | AID 504408;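 active = mean replicate activation of at least 50% with a set share of replicates each reaching 50%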;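 note: 0% = median of the neutral control wells and 100% = twice that signal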
# HIF act: HIF pathway transcriptional activation. U2OS HRE-luciferase reporter, luminescence; normalized: DMSO 0%, desferrioxamine 100%. activation, % at 7.5 µM (by protocol). 300,000 compounds, 0.32% hits. AID 1910;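 active = mean activation of at least 10% of the iron chelator positive control signal, with at least half of replicates also reaching 10%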
# HSF1 inhib: HSF1 inhibition; activity change, negative = inhibition, % at 7.5 µM (by protocol); 300,000 compounds, 0.77% hits; AID 2098; NIH3T3-HGL HSE-luciferase, MG132-induced, luminescence 8 h; hits give low values;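 active = more than half of replicate wells show activity change below -50%, luminescence cut by over half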;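 note: luciferase reports HSF-1 transcriptional activity via heat shock element; 0% = median of DMSO wells and -100% = zero luminescence signal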
# Platelet DG rel: modulates dense granule release in human platelets; human platelet-rich plasma, SFLLRN dense granule ATP release, luminescence; inhibition, %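 (compounds screened at 7.5 µM in platelet-rich plasma)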; 300,000 compounds, 0.22% hits; AID 1663;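 active = mean replicate score, as percent of positive control, at or above 50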
# KLF5 inh: inhibitors of KLF5 expression | DLD-1 KLF5 promoter-luciferase reporter, luminescence | inhibition, % at 5 µM | 290,000 compounds, 0.23% hits | AID 1700;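 active = inhibition above a per-plate limit of that plate's mean compound inhibition plus 3 SD, cut at about 60% in these data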;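 note: 0% = DMSO wells and 100% = LY294002 at 200 µM; higher means less KLF5 promoter-driven luciferase light; inactives centre near -14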
# IEC-6 tox: kills IEC-6 intestinal cells in KLF5 counter-screen | inhibition, % at 5 µM | IEC-6 cytotoxicity, luminescence viability | 290,000 compounds, 0.78% hits; in the data active = inhibition above about 22%;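 note: 0% = plate median of test compound wells and 100% = cytotoxic reference compound wells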
# aSyn UTR inh: 5' untranslated region of α-synuclein, MLPCN primary screen | alpha-synuclein 5'UTR reporter, inhibitor activity | inhibition, % (tested at 7.5 µM) | 300,000 compounds, 0.82% hits | AID 1813; in the data active = inhibition above about 60%;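 note: H4 neuroglioblastoma cells stably carrying SNCA 5'UTR luciferase fusion; 0% = DMSO wells and 100% = positive control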
# An asterisk follows results filed as active; . = not tested or not shown; & = joins results of further samples.
molecule,SKKanGAS inh,HSF1 inhib,HIF act,Platelet DG rel,IEC-6 tox,KLF5 inh,HSP90 inh,AI-2 QS mod,HSF1 activator,aSyn UTR inh
Oc1c(C=NCc2ccccc2)sc2ccccc12,7,21,3.7,1,-13,-44,24*,-92*,36,-103
OCC1(CCCc2ccccc2)CCN(Cc2cnc(N3CCOCC3)s2)CC1,-4,-4,0.3,-4,-2,-23,-4,14,11,-57
O=C(NC1CCCC1)C1CCN(C(=O)c2cc(Cl)ccc2Cl)CC1,.,15,1.3,0,0,-1,-1,.,40,-5
CCC(=O)Nc1ccc(C(=O)CSc2nnc(-c3ccccc3F)n2C2CC2)cc1,-6,12,0.1,8,3,11,1,30,38,4
O=C(O)C1Cc2ccccc2CN1C(=O)COc1ccc(Cl)cc1 (configuration not stated),6,4,0.0,-5,-3,-12,-2,22,0,4
Clc1ccc(Oc2cnc3ccccc3n2)cc1,13,-15,7.1,6,-6,9,-2,-18,-13,-80
Cc1nc2nc(Cc3ccccc3)[nH]n2c(=O)c1Cl,5,.,.,.,1,-18,0,0,.,.
O=C1N/C(=C/c2cccn2-c2ccccc2)C(=O)N1Cc1ccc(F)cc1,-6,9,-0.1,10,2,5,7,6,5,-14
Cc1nnc(SCC(=O)NC(C)(C)C)n1NCc1cccc(Br)c1,-3,15,0.2,4,1,-8,-2,12,37,7
CCOc1ccc(Br)cc1S(=O)(=O)NCCN1CCCC1,12,-6,-0.4,-2,-8,-6,-2,14,12,-4
O=C(O)C1CC(=O)N(CCOc2ccccc2)C1 (configuration not stated),-7,-6,0.0,2,0,-27,-2,13,-7,-1
Nc1nc(SCC(=O)NCCC(c2ccccc2)c2ccccc2)n[nH]1,0,-4,-0.1,-12,-2,-21,-4,16,6,-4
O=C(c1cccc(C(F)(F)F)c1)C1CCCN(Cc2cccn2-c2ncccn2)C1 (configuration not stated),5,-9,0.0,2,-1,2,3,34,-8,-33
CCOc1cc(S(=O)(=O)N2CCN(C(=O)c3ccco3)CC2)ccc1F,3,8,0.4,9,-3,-24,-1,2,6,3
Nc1ccc(S(=O)(=O)NC2(C(F)(F)F)NC(=O)N(Cc3ccccc3)C2=O)cc1 (configuration not stated),-13,0,-0.3,-6,4,-18,3,-1,17,-10
CCCC(=O)N1CCN(c2ccc(NC(=S)NC(=O)c3cccc(C)c3)cc2)CC1,10,-7,0.7,9,4,5,0,17,-9,2
C=CCn1c(SCC(=O)Nc2ncc(Cc3cc(Cl)ccc3Cl)s2)nnc1-c1ccncc1,-18,.,0.0,-1,-1,-8,-1,3,.,10
COc1ccc(C(C)=O)cc1CN1C(=O)NC2(CCCCC2)C1=O,1,-1,-0.1,-2,-1,6,0,9,-10,-3
Cc1cc(Cl)nc2ccc(Cc3ccc4nc(Cl)cc(C)c4c3)cc12,8,2,2.4,5,3,-15,2,12,13,7
Oc1cccc2ccc(/C=C/c3c(F)cccc3Cl)nc12,74*,2,4.1,8,3,-41,-4,9,-3,-114
Cc1ccc(NC(=O)COC(=O)c2ccc(=O)n(Cc3ccccc3)n2)cc1F,6,-2,0.7,7,.,.,.,21,-1,2
CCOc1ccc(NC(=O)c2cc(SC)ccc2Cl)cc1,-4,-7,0.8,-4,-2,18,-4,6,2,11
Cc1cc(OCC(O)CN2CCCC2)cc(C)c1Cl (configuration not stated),5,-3,0.9,-3,-2,-23,11,10,-3,29
CC1(C)CC(=O)CC(C)(C)N1OC(=O)c1ccccn1,-6,-4,-0.4,-4,-8,-5,-3,16,-11,14
Cc1nnc(Nc2ccc3c(c2)OCO3)c2ccccc12,0,20,2.0,1,-5,-40,6,10,19,-80
CC1CCN(c2ccc([N+](=O)[O-])cc2C(=O)NCC2CCCO2)CC1 (configuration not stated),27,0,1.5,4,-11,-8,-5,14,-16,4
COc1nc(N)nc(N2CCOCC2)n1,1,-2,1.5,.,-2,-4,0,15,-8,14
COC(=O)c1cc(-c2ccc(Br)cc2)on1,-6,-1,0.3,4,3,-12,1,14,-11,-14
Cn1nc(C(F)(F)F)c(-c2ccccc2)c1NC(=O)c1nccnc1C(=O)O,4,-3,-0.4,0,-4,-8,-10,11,-16,5
COP1(=O)C[C@@H](O)[C@@H](O)[C@@H](COCc2ccccc2)O1 (some centres not stated),-1,2,0.3,1,.,.,.,11,23,14

# A draw from above in order of molar mass, lowest first.
molecule,SKKanGAS inh,HSF1 inhib,HIF act,Platelet DG rel,IEC-6 tox,KLF5 inh,HSP90 inh,AI-2 QS mod,HSF1 activator,aSyn UTR inh
Cc1nnc(Nc2ccc3c(c2)OCO3)c2ccccc12,0,20,2.0,1,-5,-40,6,10,19,-80
Oc1cccc2ccc(/C=C/c3c(F)cccc3Cl)nc12,74*,2,4.1,8,3,-41,-4,9,-3,-114
Cn1nc(C(F)(F)F)c(-c2ccccc2)c1NC(=O)c1nccnc1C(=O)O,4,-3,-0.4,0,-4,-8,-10,11,-16,5

# New compounds follow
molecule,SKKanGAS inh,HSF1 inhib,HIF act,Platelet DG rel,IEC-6 tox,KLF5 inh,HSP90 inh,AI-2 QS mod,HSF1 activator,aSyn UTR inh
O=C(NC1CCCCC1)C(c1ccccn1)N(C(=O)c1csnn1)C1CCCCC1 (configuration not stated),5,.,0.0,0,1,0,4,33,.,6
COc1ccc(CCCNC(=O)C2CCC(=O)N(CC3CCCCC3)C2)cc1 (configuration not stated),38,4,-0.5,-24,4,-4,-3,9,-1,10
O=c1[nH]c(C2CCN(S(=O)(=O)c3cccc([N+](=O)[O-])c3)CC2)nc2c1nnn2Cc1ccccc1,7,27,-0.3,0,1,8,3,23,61*,8
COc1ccc(/C(N)=N/OC(=O)Cc2ccc(OC)c(OC)c2)cc1,-1,-2,.,-3,4,15,-3,-51,6,6
Cc1nc2ccccc2n1Cc1ccccc1Br,8,0,-0.1,-1,6,-18,6,23,-1,7
Cc1cc(-n2c(C)cc(C(=O)COc3ccc4ccc(=O)oc4c3)c2C)no1,6,3,0.2,-1,-2,-7,-3,7,14,10
Cc1ccnc(NC(=O)C2CCCN(c3ncnc4c3nc3n4CCCCC3)C2)c1 (configuration not stated),10,-7,-0.2,-1,-2,-11,-2,-6,0,9
CCN(CC(=O)NCc1ccc2c(c1)OCO2)S(=O)(=O)c1ccc(F)cc1,1,-2,0.6,-9,3,4,-5,13,-15,9
Nc1ccc(N(c2ccccc2)c2ccc(N)cc2)cc1,10,-2,-0.1,-2,4,6,5,-12,-8,23
CC(C)(C)c1ccc(-c2nnc(SCCC#N)n2C2CCCC2)cc1,33,11,-0.5,1,4,4,4,31,43,-10
[O-][n+]1onc2c3cc(-c4ccccc4)nnc3ccc21,4,5,0.3,-7,-7,-12,-1,32,16,-100
CCOC1CCc2c(C)nc(N)nc2S1 (configuration not stated),-3,-5,-16,3,-2,-18,-1,28,-14,1
CC(C)CC(=O)Nc1nc2ccc(S(C)(=O)=O)cc2s1,-4,6,0.5,6,2,-33,30*,18,10,-7
CCOc1ccc(S(=O)(=O)Nc2nc3ccccc3nc2N2CCN(C)CC2)cc1,-1,7,0.8,9,-4,11,-2,15,-15,-19
O=C(Nc1ccn(C2CC(OC(=O)c3ccccc3)C(CO)O2)c(=O)n1)c1ccccc1 (configuration not stated),4,3,-0.3,-23,-2,-24,1,46,5,10
CCn1c(/C=C/c2ccccc2Cl)nc2ccccc2c1=O,6,15,-15,0,8,-18,3,17,8,-191
O=C(Nc1ccccc1N1CCCCC1)c1ccccc1F,24,0,-1.4,-2,-5,-12,0,13,12,25
CCOC(=O)N1CCN(C(=O)C(=O)N/N=C/c2ccc(OC)cc2OC)CC1,9,1,0.2,-9,0,-18,4,11,12,3
CCOC(=O)N1CCN(C(=O)CS(=O)Cc2nc(-c3cccc(C)c3)oc2C)CC1 (configuration not stated),0,1,0.1,-5,0,-36,-1,1,-8,-15
COc1ccc(Nc2nc3c(C)cccn3c(=O)c2C=NCc2ccccc2)cc1,14,-12,0.3,-3,-4,-23,2,4,-9,-3
CNc1nc(-c2cccs2)cc(C(F)(F)F)c1C#N,-2,-25,-0.2,9,-8,-35,-3,2,-42,7
Cc1ccc(C(=O)N/C(=C\c2ccco2)C(=O)NCCc2c[nH]c3ccccc23)cc1,0,3,0.8,2,-1,-11,5,25,-7,-6
CC(C)Cn1c([N+](=O)[O-])nc2c1c(=O)[nH]c(=O)n2C,2,16,-0.3,-2,-3,-6,-6,49,-6,-20
CCOc1cc(/C=C/c2ccc3cccc([N+](=O)[O-])c3n2)cc(Cl)c1O,7,-2,0.1,-4,-1,6,-4,17,-25,13
O=C(NCc1cccs1)C1CCC(CNS(=O)(=O)c2ccccc2)CC1 (configuration not stated),5,-13,0.7,-1,-2,-19,1,24,-17,4
CC(=O)Nc1ccc(-c2nc3ccccc3o2)cc1,9,32,1.9,3,-2,-150,3,5,45,-91
CC(C(=O)Nc1ccc(N2CCOCC2)cc1)N1C(=O)c2ccccc2C1=O (configuration not stated),-4,3,-0.5,3,0,-36,-1,32,8,27
O=C(CN1C(=O)COc2ccccc21)NCCCN1CCCC1,1,-4,0.1,13,-2,-37,-4,19,-5,-7
CC1(C)OC(=O)C2(Cc3ccccc3N3CCCCC32)C(=O)O1 (configuration not stated),-1,-6,-0.1,3,-1,-15,-4,20,19,16
CCOC(=O)N1CCN(c2ccc([N+](=O)[O-])cc2F)CC1C (configuration not stated),-5,0,-0.6,26,6,-3,4,6,10,16
Cn1c(=O)c2c(nc(CN3CCC(C(N)=O)CC3)n2CCCc2ccccc2)n(C)c1=O,-4,-5,-0.4,0,2,-23,0,9,-3,11
COC(=O)c1cc(NS(=O)(=O)c2ccc(N3CCOCC3)c(N)c2)cc(C(=O)OC)c1,2,-1,0.0,1,8,4,-3,11,5,12
O=C(Nc1nnc(-c2ccccc2Cl)s1)C1CCN(S(=O)(=O)c2ccc(Cl)cc2)CC1,29,13,-0.3,-2,11,-19,0,6,56*,23
COc1ccc(CNC(=O)C(OC(=O)c2nsc(Cl)c2Cl)C(C)C)cc1 (configuration not stated),-9,4,-1.0,-13,-3,2,0,23,5,21
O=C(c1cnn2c(C(F)F)cc(-c3ccccc3)nc12)N1CCc2ccccc21,-20,-3,-0.1,-1,-1,-8,1,27,10,1
c1ccc2c(c1)cnc1ccccc12,-5&5,-15&-11,1.0&0.6,-6&10,2,-21,7,23&3,-10,-22&-15
CC(=O)N(O)CCCCCNC(=O)CCC(=O)N(O)CCCCCNC(=O)CCC(=O)N(O)CCCCCN,-4,-2,19*,-3,1,-7,0,35,-5,75*
O=C(O)c1cc2ccc3ccccc3c2[nH]1,9,-1,0.2,4,-2,8,-6,32,-5,-19
O=C(OCC(=O)N1CCN(C(=O)c2ccco2)CC1)c1ccccc1OCc1ccc(Cl)cc1,4,2,-0.1,5,-1,-16,4,12,18,18
O=C1CSc2ccc(S(=O)(=O)NCc3ccc(Cl)cc3)cc2N1,0,-1,-0.1,4,9,10,2,6,-8,11
C=CCn1c(C2CC2)n[nH]c1=S,-2,-7,0.1,5,0,-17,-1,19,-11,4
CCOc1cccc(/C=N/NC(=O)CC2C(=O)NN=C2C)c1O (configuration not stated),0,-4,0.1,7,4,-14,0,9,-1,15
